CaV13 ICDI inh = Primary screen for inhibitors of IQ motif and Ca2+-dependent inactivation inhibitor domain binding in CACNA1D, Förster resonance energy transfer in living cells, … | HEK cells, CFP/YFP FRET ICDI-IQ, plate reader, 10 min; percent FRET-ratio fall versus neutral wells | inhibition, % at 12.3 µM | 0.098% of 340,000 active | AID 743397;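 active = mean replicate inhibition of at least 30% and at least 1% of replicates passing that level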;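 also: 0% = median of the neutral control wells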
TRPM1 prom inh = MITF TRPM1 promoter inhibition in SK-MEL-5 cells; inhibition, % at 12.5 µM; 0.83% of 330,000 active; SK-MEL-5 TRPM1 promoter luciferase, 24 h;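 active = mean inhibition across replicates of 60% or more, whatever share of single replicates reaches that level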; also: values of inactives mirror those of a sister screen read the other way
aDG glyco up = alpha-DG glycosylation activation; Pro5-aDG cells, alpha-DG glycosylation AlphaScreen (IIH6); 0% Pro5, 100% B10-LARGE cell signal; activation, % at 10 µM; 0.22% of 360,000 active; AID 624168;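 active = activation of at least 8% versus controls, or a plate z-score of at least 8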;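 also: Pro5 are CHO cells carrying HIG-tagged alpha-DG that lacks glycosylation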
PDI inh = PDI (human) enzyme inhibition; PDI insulin aggregation turbidity, A650, 90 min; inhibition, % at 10 µM; 0.052% of 350,000 active;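 active = mean inhibition across replicates of 30% or more, whatever share of single replicates reach that level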;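 also: absorbance from insulin aggregation driven by PDI reduction with DTT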
Target sequence (P07237 whole entry, looked up): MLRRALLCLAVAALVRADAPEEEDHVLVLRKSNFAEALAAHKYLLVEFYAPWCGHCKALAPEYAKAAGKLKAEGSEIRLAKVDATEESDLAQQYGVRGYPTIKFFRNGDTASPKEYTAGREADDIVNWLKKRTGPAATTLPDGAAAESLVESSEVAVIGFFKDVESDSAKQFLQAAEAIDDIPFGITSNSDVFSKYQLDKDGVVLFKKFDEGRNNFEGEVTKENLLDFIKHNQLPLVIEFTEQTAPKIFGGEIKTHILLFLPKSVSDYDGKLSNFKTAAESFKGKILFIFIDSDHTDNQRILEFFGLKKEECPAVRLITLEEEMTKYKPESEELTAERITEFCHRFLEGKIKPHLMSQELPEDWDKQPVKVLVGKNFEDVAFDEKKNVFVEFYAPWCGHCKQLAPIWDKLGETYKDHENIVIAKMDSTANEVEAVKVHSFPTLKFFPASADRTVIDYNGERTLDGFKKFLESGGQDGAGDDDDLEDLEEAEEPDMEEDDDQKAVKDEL
hiPSC survival = hiPSC single-cell survival enhancement; ATPlite luminescence; 100% = ROCK inhibitor wells, 0% = DMSO; survival enhancement, % at 20 µM; 0.044% of 360,000 active; in the data active = survival enhancement above about 18%;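 also: cells exposed to compounds for 16 hours before the ATP read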
NR2E3 ag-1 = human photoreceptor-specific nuclear receptor agonism. Q9Y5X4. CHO-S Gal4-NCOR/VP16-NR2E3 two-hybrid, luciferase. inhibition of corepressor binding, % at 3.98 µM. 0.35% of 360,000 active. AID 602229;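 active = inhibition above the mean of all tested compounds plus 3 SD, cut at about 70% in these data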;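 also: 0% = DMSO with NR2E3 transfected cells and 100% = cells lacking NR2E3 construct; higher means lower luciferase signal from less NR2E3 corepressor binding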
Target sequence (Q9Y5X4 whole entry, looked up, the tested form may be a part): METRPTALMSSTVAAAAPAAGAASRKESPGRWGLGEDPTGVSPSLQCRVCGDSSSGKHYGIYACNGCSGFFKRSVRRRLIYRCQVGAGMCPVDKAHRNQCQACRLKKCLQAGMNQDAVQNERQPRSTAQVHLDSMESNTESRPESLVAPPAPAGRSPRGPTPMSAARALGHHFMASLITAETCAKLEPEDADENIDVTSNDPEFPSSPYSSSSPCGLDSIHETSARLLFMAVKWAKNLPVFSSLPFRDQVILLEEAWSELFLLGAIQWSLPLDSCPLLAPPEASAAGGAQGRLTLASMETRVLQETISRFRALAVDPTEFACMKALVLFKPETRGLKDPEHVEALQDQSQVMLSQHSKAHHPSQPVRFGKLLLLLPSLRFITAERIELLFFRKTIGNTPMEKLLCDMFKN
HIF-2a inh = blocks HIF-2a reporter activity | 786-0 RCC cells HIF-2a reporter, luciferase luminescence, overnight | AID 624352 | 0.72% of 360,000 active | inhibition, % at 18.8 µM;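 active = inhibition of the luminescence signal of 40% or more relative to plate controls, in a single-dose primary screen at 18.75 µM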
Vif imaging = HIV Vif inhibition | HEK293T cells, Vif self-association by quenched fluorescence, imaging, 24 h | inhibition, % at 7.49 µM | 0.35% of 340,000 active | AID 602346; in the data active = inhibition above about 50%, passing the limit was not always enough; also: some results filed as inactive read as strong as hits
Exocytosis inh = blocks lytic granule exocytosis | inhibition, % at 10 µM | AID 651702 | 0.66% of 360,000 active | TALL-104 LAMP-1 surface exposure, flow cytometry; cells stimulated with thapsigargin and PMA;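 active = inhibition above about 55%, limit read from the data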
NR2E3 ag-2 = activates human photoreceptor nuclear receptor NR2E3 | Q9Y5X4 | GST-NR2E3/biotin-RetCOR TR-FRET, 1536-well | inhibition of corepressor binding, % at 4.78 µM | 0.12% of 320,000 active | AID 2300;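 active = percent inhibition above the cutoff of mean plus 3 SD of all tested compounds, set per screening campaign, cut at about 20% in these data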;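 also: 0% = DMSO wells and 100% = biotin wells as full block of FRET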
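Assay system: NR2E3–RetCOR corepressor complex. Quantity: 1.35 nM GST-NR2E3. Buffer or medium: pH 7.5 Tris-based buffer. Reagent: biotinylated RetCOR corepressor at 7 nM final. Schedule: 5 h at 4 °C. Detection: TR-FRET, emission read at 617 and 671 nm. Replicates: one well per compound, singlicate testing.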
Peg3 prom inh = reduces Peg3 promoter-driven luciferase expression in HeLa. HeLa PEG-Prom luciferase reporter, luminescence, overnight. inhibition, % at 20 µM. 1.7% of 360,000 active. AID 588405;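 active = inhibition of at least 50% at 20 µM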
Numbers without * were called inactive; . = not tested or not shown; & = joins results of further samples. Compounds as they come, and some 3.5% of all compounds hit somewhere here.

SMILES | CaV13 ICDI inh | TRPM1 prom inh | aDG glyco up | PDI inh | hiPSC survival | NR2E3 ag-1 | HIF-2a inh | Vif imaging | Exocytosis inh | NR2E3 ag-2 | Peg3 prom inh
CCc1ccc(/C=N/NC(=O)c2nnn(-c3nonc3N)c2C(C)C)cc1 | -15 | -11 | 2.3 | -9 | 0.5 | -7 | -57 | -8 | 2 | -2 | -32
COC(=O)c1cc(S(=O)(=O)NCc2ccccc2Cl)c[nH]1 | . | . | -0.1 | 6 | -3.1 | -11 | 5 | 3 | 6 | -1 | 2
C=CCn1c(-c2cccc([N+](=O)[O-])c2)n[nH]c1=S | -6 | -17 | 0.1 | 2 | 2.4 | -12 | 9 | 1 | -2 | 2 | 2
CC(NS(=O)(=O)c1ccc2[nH]c(=O)[nH]c2c1)c1ccc(F)cc1 (stereo unspecified) | -7 | . | 0.0 | -4 | -1.4 | -4 | 3 | 3 | -1 | . | 10
CCOc1cc(C2C3=C(CC(C)(C)CC3=O)N(CCOC)C3=C2C(=O)CC(C)(C)C3)ccc1O | -4 | 6 | 0.1 | 1 | -0.3 | -22 | 21 | 3 | 3 | 1 | 6
COc1cc(/C=N/NC(=O)CCC(=O)NCc2ccccc2)cc(OC)c1OC | -3 | 4 | -0.3 | 23 | -0.2 | -20 | 10 | 2 | 3 | -4 | 4
Cc1ccc(-c2cc(C(=O)N3CCOCC3)c3ccccc3n2)o1 | -9 | -7 | 1.2 | -4 | -2.0 | -18 | -41 | 5 | 9 | . | -38
O=C(COC(=O)c1cc(Cl)ccc1O)Nc1ccccc1C(=O)NC1CC1 | -8 | 4 | 1.0 | 2 | 0.8 | 19 | 13 | -1 | 0 | . | 3
CCOC(=O)c1ccccc1NC(=O)COC(=O)CCNS(=O)(=O)c1ccc(C)c(C)c1 | -6 | 7 | 0.2 | 5 | 0.4 | -3 | 11 | -2 | -2 | -1 | -5
O=c1[nH]c(SCc2n[nH]c(=S)n2-c2ccccc2)nc2ccccc12 | -3 | -11 | 0.1 | -6 | 1.0 | -6 | -3 | 3 | -3 | 2 | 8
CCCCS(=O)CC(CS(=O)CCCC)OC(=O)c1ccccc1 (stereo unspecified) | -4 | 1 | 0.0 | 3 | 8.7 | 3 | 5 | 6 | 0 | -3 | -7
CCN(CC(=O)NCc1ccc(F)cc1)C(=O)c1oc2ccccc2c1C | -2 | 8 | 0.1 | 0 | -0.8 | -8 | 9 | 11 | 18 | -2 | 14
Cc1c(C(=O)O)oc2c1C(O)CC(C)(C)C2 (stereo unspecified) | -3 | 2&-9 | -0.2&-0.2 | -6&10 | 2.6&-1.7 | -4&-8 | 13&18 | 8&-4 | 5&0 | 3&0 | 10&12
COCCNC(=S)N1CCC2CC1c1c(Cl)cccc12 (stereo unspecified) | -2 | . | 0.3 | -8 | -1.3 | -14 | 6 | . | -1 | . | -5
Cc1c(C(=O)NCCCN2CCCCC2)oc2ccc3c(c12)C(O)CC1(CCCCC1)O3 (stereo unspecified) | -7 | 15 | 1.0 | 1 | -0.5 | 18 | 5 | -16 | 2 | 0 | 43
CCn1cc(C(=O)NCCCN(CC(C)C)CC(C)C)c(=O)c2cc(S(=O)(=O)N3CCOCC3)ccc21 | -3 | -1 | 0.0 | -2 | -0.4 | -20 | 1 | 2 | 0 | 1 | -12
O=C(c1ccccc1)c1ccc(OCCO)cc1 | -2 | -28 | 0.1 | 1 | 0.0 | -6 | -51 | 4 | 2 | 3 | -55
C(=N\Nc1nc2ccccc2[nH]1)/C1CCCCC1 | 3 | -17 | -0.1 | 0 | -0.4 | -63 | -204 | 3 | 20 | -1 | -246
O=C(N/C(=C\c1ccccc1)C(=O)N1CCCCC1)c1ccco1 | -4 | -1 | 0.0 | 1 | -0.1 | -20 | 3 | -2 | -1 | 1 | 5
O=C1c2[nH]nc(-c3ccccc3O)c2C(c2cccc(Cl)c2)N1Cc1ccco1 (stereo unspecified) | -5 | 8 | 0.2 | 14 | -1.1 | 21 | 31 | -2 | 9 | 1 | 60*
Cc1ccc2nc3n(c(=O)c2c1)-c1cc2ccccc2cc1C(=O)NC3Cc1ccccc1 (stereo unspecified) | -7 | . | -0.1 | 11 | 2.7 | 6 | 16 | 3 | 1 | . | 41
CC1CN(S(=O)(=O)c2cn(C)c(=O)n(C)c2=O)CC(C)O1 (stereo unspecified) | -7 | . | -0.2 | . | 2.6 | 2 | 13 | . | 1 | 5 | -9
CCCCOC(=O)Cn1c2ccc(OC)cc2c2nc3ccccc3nc21 | -6 | 5 | 0.0 | -1 | -1.1 | 3 | -5 | 4 | 1 | -3 | 15
CC(C)=CCN1CCN(Cc2cc(CC(C)C)n[nH]2)CC1CCO (stereo unspecified) | -4 | 0 | 0.2 | 2 | 0.5 | 21 | 6 | 1 | 3 | 0 | 6
CCn1cc(C2=NC(CC(C)C)CO2)c2ccccc21 (stereo unspecified) | -5 | -14 | 0.1 | -6 | -0.4 | -26 | -108 | -3 | -1 | -3 | -77

The list goes on, starting with the last 3 of the part before.
SMILES | CaV13 ICDI inh | TRPM1 prom inh | aDG glyco up | PDI inh | hiPSC survival | NR2E3 ag-1 | HIF-2a inh | Vif imaging | Exocytosis inh | NR2E3 ag-2 | Peg3 prom inh
CCCCOC(=O)Cn1c2ccc(OC)cc2c2nc3ccccc3nc21 | -6 | 5 | 0.0 | -1 | -1.1 | 3 | -5 | 4 | 1 | -3 | 15
CC(C)=CCN1CCN(Cc2cc(CC(C)C)n[nH]2)CC1CCO (stereo unspecified) | -4 | 0 | 0.2 | 2 | 0.5 | 21 | 6 | 1 | 3 | 0 | 6
CCn1cc(C2=NC(CC(C)C)CO2)c2ccccc21 (stereo unspecified) | -5 | -14 | 0.1 | -6 | -0.4 | -26 | -108 | -3 | -1 | -3 | -77
CCN(CC)/C(=N/S(=O)(=O)c1ccc(C)cc1)c1ccccc1 | -5 | 3 | -0.2 | -10 | -4.5 | -6 | 10 | 6 | -3 | 1 | 7
O=C(CCCOc1ccc(Cl)cc1Cl)NCCc1nnc2ccccn12 | -6 | -18 | 0.0 | 0 | 0.1 | -8 | -23 | -3 | -3 | 0 | -17
CCCCN(C(=O)c1ccco1)C1CCS(=O)(=O)C1 (stereo unspecified) | -2 | 2 | 0.2 | 1 | -0.3 | -17 | 3 | -7 | 21 | 0 | -9
O=C(c1ccccc1Cl)N1CCCC(c2nc3c(nnn3Cc3ccccc3)c(=O)[nH]2)C1 (stereo unspecified) | -6 | -7 | -0.3 | 0 | 5.7 | -20 | 5 | 5 | -1 | -5 | 27
CCOC(=O)c1cc(C#N)c(N2CCN(c3ccc(OC)cc3)CC2)[nH]c1=O | -4 | 16 | 1.7 | -8 | 4.4 | -44 | 5 | -8 | 19 | 2 | -52
O=C(NCCC(=O)N1CCN(c2ccccc2O)CC1)c1ccc(Cl)cc1 | -6 | 14 | -0.1 | -7 | 0.6 | 11 | 6 | 3 | 2 | -1 | 2
Cc1ccc2c(c1)-c1c(cnn1CC(=O)N(CCC#N)c1ccccc1)CO2 | -1 | 5 | 0.1 | . | 4.6 | 6 | 14 | 2 | 1 | 2 | 20
O=C(NNC(=O)C12CC3CC(CC(O)(C3)C1)C2)c1csc(N2CCOCC2)n1 | -3 | -15 | 0.0 | 3 | -0.3 | -8 | 11 | 1 | -1 | -5 | 12
Cc1nn(Cc2ccccc2Cl)c(C)c1NC(=O)c1noc(C(C)C)c1[N+](=O)[O-] | -2 | 12 | 0.1 | 2 | -0.3 | 16 | 15 | -1 | 1 | 0 | 0
Cc1ccc(C(=O)NCC(=O)OCC(=O)N(CC(C)C)c2c(N)n(Cc3ccccc3)c(=O)[nH]c2=O)s1 | -9 | . | 0.0 | -28 | -0.7 | -9 | 0 | 0 | 0 | . | -3
COc1ccc(C(N)CCc2ccc(C)o2)cc1 (stereo unspecified) | . | 1 | 0.2 | 2 | 1.5 | -3 | -17 | 8 | 3 | 1 | 12
C=C[C@@H]1c2cc(C)ccc2N(S(=O)(=O)c2ccc(C)cc2)[C@H](c2ccc(OC(C)=O)cc2)C1(C#N)C#N | -5 | 29 | -0.6 | -5 | -0.8 | -25 | 13 | -6 | 55 | 3 | 4
COc1cc(NC(=S)Nc2cccc(Cl)c2Cl)c(OC)cc1Cl | . | 5 | 0.2 | 4 | -0.3 | -23 | -5 | 15 | -6 | 0 | 15
COc1cc(OC)cc(C(=O)NC(=S)Nc2ccc(N3CCCC3)cc2)c1 | -18 | 14 | -0.5 | -8 | 1.7 | -19 | -8 | -2 | -1 | -2 | 2
C#CCOCCOCCOCCNc1nc(N2CCN(C(=O)[C@H](Cc3cc4ccccc4[nH]3)n3cc(C(N)CC(C)C)nn3)CC2)nc(N2CCN(C(=O)[C@H](CCC(=O)O)n3cc(C(N)[C@H](C)CC)nn3)CC2)n1 (stereo partly specified) | . | 18 | 0.2 | 5 | 4.4 | -4 | 13 | -3 | 9 | 0 | -15
CCCN(CCC)C(=O)c1ccc2c(c1)N(Cc1ccccc1)C(=O)CS2=O (stereo unspecified) | -10 | 10 | -0.1 | . | -0.1 | -18 | 10 | 13 | -2 | 1 | 15
CCOC(=O)c1c(S(=O)(=O)N2CCCCCC2)c(C)n(C)c1C | -7 | -4 | -0.4 | 12 | -0.7 | -21 | 3 | -9 | -2 | 3 | 8
O=C(Nc1ccc(Cl)cn1)C1CCCN1S(=O)(=O)c1cccc2ccccc12 (stereo unspecified) | -3 | -1 | 0.1 | -5 | -0.5 | -2 | 10 | -11 | 12 | 1 | 10
O=C(Nc1ccnn1C1CCN(C/C=C/c2ccccc2)CC1)c1cccc(F)c1 | -7 | -10 | -0.1 | 4 | -0.6 | 7 | 1 | -3 | 0 | 1 | -9
CCc1nc2ccccc2c(C(=O)NCc2ccccc2)c1C | -1 | 8 | 1.2 | -1 | -0.4 | 19 | 12 | -5 | -2 | 0 | 4
O=C(/C=C/c1ccc(Cl)cc1)NC(=S)Nc1ccc(CN2CCOCC2)cc1 | 6 | 6 | 0.5 | -22 | -0.8 | -2 | 10 | -3 | 0 | -2 | -6
N#Cc1cccc(C(=O)Nc2ccc(S(=O)(=O)Nc3nccs3)cc2)c1 | -3 | -7 | -0.2 | 5 | -2.5 | 1 | 11 | 66* | -1 | . | 1
S=c1[nH]nc(CCCc2n[nH]c(=S)o2)o1 | -5 | 4 | 0.1 | 2 | -0.6 | -8 | 18 | -4 | -4 | -1 | 8
CCOc1ccccc1N1C(=O)c2ccc(C(=O)Nc3cccnc3)cc2C1=O | -5 | . | 0.1 | -2 | -0.3 | 1 | 9 | . | -5 | 0 | 1
CCc1cc(-c2nnn(CCC3COCCO3)c2CC)cc(CC)c1-c1cn(CCc2c[nH]c3ccccc23)nn1 (stereo unspecified) | -8 | . | 0.2 | 1 | -1.9 | -9 | 4 | 4 | -2 | . | 13
COc1ccc(N(C)C(=O)CCC(=O)Nc2ccc3nc(N4CCOCC4)cc(C)c3c2)c(OC)c1 | -9 | 7 | -0.1 | 1 | 11 | 9 | 5 | -7 | 0 | -4 | 7

High-throughput results (PubChem BioAssay)
